From PubChem BioAssay
HIV peptide binding – inhibitors of HIV fusion peptide binding, primary screen, biochemical, uHTS, fluorescence dequenching (AID 1986). cell-free peptide binding, fluorescence dequenching, 30 min; higher % means a stronger effect. inhibition, % at 20 µM, or IC50 in µM where a hit was titrated. hit rate 0.3% among 290,000; in the data active = inhibition mostly above about 52%, no sharp cut-off; inactive = mostly below about 76%; note: some results filed as inactive read as strong as hits
KOR beta-arrestin-1 – KOR antagonists, beta-arrestin recruitment, cell-based, luminescence, uHTS (AID 1778); hit rate 0.091% among 290,000; inhibition, % at 10 µM; hits with a dose series show IC50 in µM; KOR beta-arrestin recruitment, luminescence, antagonist mode; higher % means a stronger effect; note: strong numbers were not always called active
GPR55 antagonists – GPR55 antagonists blocking LPI-driven arrestin recruitment, primary screen, imaging, U2OS, beta-arrestin-GFP, LPI agonist (AID 2013). hit rate 0.13% among 290,000. U2OS GPR55 beta-arrestin-GFP translocation imaging, LPI antagonism; higher % means a stronger effect. inhibition, % at 10 µM; hits with a dose series show IC50 in µM;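 active = spots per cell inhibited over 60%, with over 100 cells counted and total cytoplasm intensity under 500,000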;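 note: U2OS cells stably carrying GPR55 and arrestin-GFP stimulated by 5 µM LPI near EC80; imaged beta-arrestin-GFP aggregate spots per cell after agonist stimulation; plate controls were LPI-stimulated DMSO wells for no effect and DMSO wells without LPI for full effect; some results filed as inactive read as strong as hits; confirmed hits need IC50 under 10 µM and bright autofluorescent wells are also inconclusive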
GPR35 antagonists – inhibition of zaprinast-stimulated GPR35 beta-arrestin translocation – imaging, U2OS, beta-arrestin-GFP, zaprinast agonist, primary screen (AID 2058) | one-dose inhibition, % at 10 µM; IC50 in µM for titrated hits | U2OS GPR35 beta-arrestin-GFP translocation imaging, zaprinast antagonism; higher % means a stronger effect | hit rate 0.052% among 290,000;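 active = inhibition of at least 50% with at least 30 cells and total cytoplasm GFP at most 10,000,000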
KOR beta-arrestin-2 – KOR agonists, beta-arrestin recruitment, primary screen, cell-based, luminescence, uHTS (AID 1777) | KOR beta-arrestin recruitment, luminescence; higher % means a stronger effect | hit rate 0.02% among 280,000 | activation, % at 10 µM, or EC50 in µM where a hit was titrated; in the data active = activation above about 50%, passing the limit was not always enough; note: a part of the inactive calls stands beside numbers as strong as those of hits
Myeloid diff 2 – promotes myeloid progenitor differentiation | ER-HoxA9 myeloid progenitors, lysozyme-GFP differentiation, flow cytometry | calls only at 10 µM | hit rate 1% among 360,000 | AID 624256;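 active = normalized GFP-positive differentiation at or above the plate's own cutoff, the solvent-only control mean plus 3 SD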;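 note: cells exposed to compound for four days before flow analysis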
NOD1 NF-kB reporter – inhibition of NOD1-driven NF-kB reporter – cell-based, luminescence, uHTS, primary screen (AID 1578); NOD1-driven NF-kB luciferase reporter cells, luminescence; higher % means a stronger effect; one-dose inhibition, % at 4 µM; EC50 in µM for titrated hits; hit rate 1% among 290,000; in the data active = inhibition mostly above about 36%, no sharp cut-off; inactive = mostly below about 34%;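 note: HEK-293T reporter cells stimulated with the NOD1 agonist gamma-tri-DAP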
NOD2 inhibition – NOD2 signaling inhibitors, cell-based, luminescence, uHTS, HEK293 (AID 1566); HEK293 NOD2/NF-kB luciferase reporter, luminescence; higher % means a stronger effect; inhibition, % at 4 µM, or EC50 in µM where a hit was titrated; hit rate 0.63% among 290,000; note: many of its hits are not listed in these tables
GPR55 activation – GPR55 agonists via beta-arrestin recruitment, primary screen, imaging, U2OS cells, beta-arrestin-GFP redistribution (AID 1961); U2OS GPR55 beta-arrestin-GFP redistribution imaging; higher % means a stronger effect; one-dose activation, % at 10 µM; EC50 in µM for titrated hits; hit rate 0.048% among 290,000;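 active = activation above 40% with more than 50 cells counted in the well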;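 note: U2OS osteosarcoma cells stably expressing GPR55 and beta-arrestin-GFP; plate controls were DMSO negative control for no effect and LPI positive control for full effect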
Myeloid diff 2 GFP+ MAC1+ % – also measured in Myeloid diff 2; calls as there; GFP+ MAC1+ double positive, %; measured here: differentiation confirmed by MAC1 staining
* hit, by the source's call; [ ] = another dose, or the depositor's remark. Cut-off read from the data, not from the text of the source, unless noted: active = inhibition above about 50%; inactive = the rest.

What do the screens show for `CN(c1ccccc1C(=O)N1CCCC1)S(C)(=O)=O`?
HIV peptide binding: 0.5%; KOR beta-arrestin-1: 14%; GPR55 antagonists: 9%; GPR35 antagonists: 2%; KOR beta-arrestin-2: -0.9%; Myeloid diff 2: inactive; NOD1 NF-kB reporter: -13%; NOD2 inhibition: 21%; GPR55 activation: -0.1%; Myeloid diff 2 GFP+ MAC1+ %: 1.5

Results for Cc1ccc(/C=N/NC(=O)Cn2cncn2)cc1 ?
HIV peptide binding: -0.8%; KOR beta-arrestin-1: 32%; GPR55 antagonists: -2%; GPR35 antagonists: -3%; KOR beta-arrestin-2: -5.7%; Myeloid diff 2: inactive; NOD1 NF-kB reporter: -56%; NOD2 inhibition: -17%; GPR55 activation: -0.5%; Myeloid diff 2 GFP+ MAC1+ %: 0.0

What do the screens show for `CCCn1c(=O)c(C(=O)NCCCc2ccccc2)c(O)c2ccccc21`?
HIV peptide binding: 1.7%; KOR beta-arrestin-1: -1%; GPR55 antagonists: -11%; GPR35 antagonists: 11%; KOR beta-arrestin-2: -1.3%; Myeloid diff 2: inactive; NOD1 NF-kB reporter: -7%; NOD2 inhibition: -3%; GPR55 activation: -0.2%; Myeloid diff 2 GFP+ MAC1+ %: 1.0

Results for Cc1cc(N)n(-c2ccc([N+](=O)[O-])cc2)n1 ?
HIV peptide binding: -1.9%; KOR beta-arrestin-1: -12%; GPR55 antagonists: 13%; GPR35 antagonists: 0%; KOR beta-arrestin-2: -1.5%; Myeloid diff 2: inactive; NOD1 NF-kB reporter: -15%; NOD2 inhibition: -1%; GPR55 activation: 1.8%; Myeloid diff 2 GFP+ MAC1+ %: 1.8

How did COCCNc1oc(-c2ccc(Cl)cc2)nc1C#N do in these assays?
HIV peptide binding: -2.8%; KOR beta-arrestin-1: -26%; GPR55 antagonists: -16%; GPR35 antagonists: 0%; KOR beta-arrestin-2: 4.8%; Myeloid diff 2: inactive; NOD1 NF-kB reporter: -32%; NOD2 inhibition: -107%; GPR55 activation: -0.1%; Myeloid diff 2 GFP+ MAC1+ %: 0.6

How did COc1ccc(C(=S)N2CCCCC2)cc1Br do in these assays?
HIV peptide binding: 1.7%; KOR beta-arrestin-1: -32%[20 µM]; GPR55 antagonists: -10%; GPR35 antagonists: 2%; KOR beta-arrestin-2: -5.7%; Myeloid diff 2: inactive; NOD1 NF-kB reporter: -29%; NOD2 inhibition: 15%; GPR55 activation: 1.0%; Myeloid diff 2 GFP+ MAC1+ %: 1.0

What do the screens show for `CN(Cc1nccn1C)C(=O)CCc1nnc(CCC2CCCCC2)o1`?
HIV peptide binding: 0.0%; KOR beta-arrestin-1: -38%[20 µM]; GPR55 antagonists: -6%; GPR35 antagonists: 9%; Myeloid diff 2: inactive; NOD1 NF-kB reporter: -34%; NOD2 inhibition: 6%; GPR55 activation: -0.2%; Myeloid diff 2 GFP+ MAC1+ %: 0.2

How did CCOC(=O)C1CCN(S(=O)(=O)c2cccc(-c3cn4cccc(C)c4n3)c2)CC1 do in these assays?
HIV peptide binding: -2.8%; KOR beta-arrestin-1: 13%; GPR55 antagonists: 7%; GPR35 antagonists: 7%; KOR beta-arrestin-2: -2.9%; Myeloid diff 2: inactive; NOD1 NF-kB reporter: -27%; NOD2 inhibition: 4%; GPR55 activation: -0.1%; Myeloid diff 2 GFP+ MAC1+ %: 1.0

How did CN(CC(=O)NCCc1ccccc1)S(=O)(=O)c1cccs1 do in these assays?
HIV peptide binding: 4.3%; KOR beta-arrestin-1: -2%; GPR55 antagonists: 5%; GPR35 antagonists: -4%; KOR beta-arrestin-2: 3.9%; Myeloid diff 2: inactive; NOD1 NF-kB reporter: -12%; NOD2 inhibition: -10%; GPR55 activation: -0.2%; Myeloid diff 2 GFP+ MAC1+ %: 5.2

What do the screens show for `CCCCS(=O)(=O)N1CCCC(C(=O)Nc2ccc(Cl)cn2)C1` (centres undefined)?
HIV peptide binding: -0.4%; KOR beta-arrestin-1: -28%[20 µM]; GPR55 antagonists: 7%; GPR35 antagonists: -6%; KOR beta-arrestin-2: -1.7%; Myeloid diff 2: inactive; NOD1 NF-kB reporter: -24%; NOD2 inhibition: 12%; GPR55 activation: -0.4%; Myeloid diff 2 GFP+ MAC1+ %: 0.5

What do the screens show for `CCCn1c(SCC(=O)c2cc(OC)ccc2OC)nnc1-c1ccco1`?
HIV peptide binding: -0.6%; KOR beta-arrestin-1: 4%; GPR55 antagonists: 0%; GPR35 antagonists: -12%; KOR beta-arrestin-2: 4.8%; Myeloid diff 2: inactive; NOD1 NF-kB reporter: -21%; NOD2 inhibition: 18%; GPR55 activation: 0.8%; Myeloid diff 2 GFP+ MAC1+ %: 1.7

How did c1ccc(Cn2c(-c3ccccc3)c[n+]3c2SCCC3)cc1 do in these assays?
HIV peptide binding: 0.8%; KOR beta-arrestin-1: 11%; GPR55 antagonists: -2%; GPR35 antagonists: 2%; KOR beta-arrestin-2: -1.9%; Myeloid diff 2: inactive; NOD1 NF-kB reporter: 0%; NOD2 inhibition: 12%; GPR55 activation: -0.2%; Myeloid diff 2 GFP+ MAC1+ %: 0.3

Results for O=C(/C=C/c1cccs1)N1CCC2(CC1)Oc1ccc(F)cc1C(=O)C21CC(c2ccccc2)=NO1 (centres undefined) ?
HIV peptide binding: -1.8%; KOR beta-arrestin-1: 1%; GPR55 antagonists: 5%; GPR35 antagonists: 1%; Myeloid diff 2: inactive; NOD1 NF-kB reporter: 11%; NOD2 inhibition: 1%; GPR55 activation: -0.1%; Myeloid diff 2 GFP+ MAC1+ %: 0.7

Results for Cc1cccc(NC(=O)N2CCC(c3nc4ccccc4o3)CC2)c1 ?
HIV peptide binding: 2.4%; KOR beta-arrestin-1: -10%; GPR55 antagonists: 15%; GPR35 antagonists: 2%; KOR beta-arrestin-2: 8.9%; Myeloid diff 2: inactive; NOD1 NF-kB reporter: 2%; NOD2 inhibition: -8%; GPR55 activation: 0.2%; Myeloid diff 2 GFP+ MAC1+ %: 5.2

What do the screens show for `C1=CC2CC1CC2CN1CCN(Cc2ccccc2)CC1` (centres undefined)?
HIV peptide binding: 0.9%; KOR beta-arrestin-1: 0%; GPR55 antagonists: -2%; GPR35 antagonists: -5%; KOR beta-arrestin-2: 7.9%; Myeloid diff 2: inactive; NOD1 NF-kB reporter: 16%; NOD2 inhibition: -28%; GPR55 activation: 0.6%; Myeloid diff 2 GFP+ MAC1+ %: 1.2

Results for COc1ccccc1NC(=O)CCc1nc(-c2cccs2)no1 ?
HIV peptide binding: -2.6%; KOR beta-arrestin-1: -38%; GPR55 antagonists: 2%; GPR35 antagonists: 14%; KOR beta-arrestin-2: 3.1%; Myeloid diff 2: inactive; NOD1 NF-kB reporter: -6%; NOD2 inhibition: 6%; GPR55 activation: -0.1%; Myeloid diff 2 GFP+ MAC1+ %: 0.3

Results for CCOC(=O)N1CCC(N2CCN(Cc3ccc(C)o3)C(CCO)C2)CC1 (centres undefined) ?
HIV peptide binding: -1.2%; KOR beta-arrestin-1: 11%[20 µM]; GPR55 antagonists: 7%; GPR35 antagonists: 4%; Myeloid diff 2: inactive; NOD1 NF-kB reporter: -20%; NOD2 inhibition: 2%; GPR55 activation: -0.1%; Myeloid diff 2 GFP+ MAC1+ %: 0.1

How did O=C(Cn1cnc2c(oc3ccccc32)c1=O)NCc1ccccc1 do in these assays?
HIV peptide binding: 6.4%; KOR beta-arrestin-1: -5%; GPR55 antagonists: 0%; GPR35 antagonists: 8%; KOR beta-arrestin-2: 2.5%; Myeloid diff 2: inactive; NOD1 NF-kB reporter: -29%; NOD2 inhibition: -10%; GPR55 activation: -0.3%; Myeloid diff 2 GFP+ MAC1+ %: 1.2

What do the screens show for `CC(C)(C)NC(=O)C(c1ccccc1)N(C(=O)C1CSC(=O)C1)c1ccccc1` (centres undefined)?
HIV peptide binding: 2.0%; KOR beta-arrestin-1: -28%; GPR55 antagonists: 12%; GPR35 antagonists: 8%; KOR beta-arrestin-2: -1.2%; Myeloid diff 2: inactive; NOD1 NF-kB reporter: 5%; NOD2 inhibition: 19%; GPR55 activation: -0.3%; Myeloid diff 2 GFP+ MAC1+ %: 2.1

How did CSC1=C(C#N)C(c2ccccc2Cl)C2=C(CCCC2=O)N1 (centres undefined) do in these assays?
HIV peptide binding: 1.9%; KOR beta-arrestin-1: -8%; GPR55 antagonists: 12%; GPR35 antagonists: -2%; KOR beta-arrestin-2: -10%; NOD1 NF-kB reporter: 11%; NOD2 inhibition: 12%; GPR55 activation: 0.3%

How did COc1cc2c(cc1OC)C(C(=O)N1CCCCC1)C(c1ccccc1F)N(C)C2=O (centres undefined) do in these assays?
HIV peptide binding: 0.8%; KOR beta-arrestin-1: 3%; GPR55 antagonists: -12%; GPR35 antagonists: -17%; KOR beta-arrestin-2: 5.0%; Myeloid diff 2: inactive; NOD1 NF-kB reporter: -25%; NOD2 inhibition: -9%; GPR55 activation: -0.1%; Myeloid diff 2 GFP+ MAC1+ %: 1.7

What do the screens show for `CN(C)S(=O)(=O)c1ccc(Cl)c(C(=O)Nc2cccc([N+](=O)[O-])c2)c1`?
HIV peptide binding: 0.1%; KOR beta-arrestin-1: -49%[20 µM]; GPR55 antagonists: 12%; GPR35 antagonists: 12%; KOR beta-arrestin-2: -1.8%; Myeloid diff 2: inactive; NOD1 NF-kB reporter: 4%; NOD2 inhibition: 21%; GPR55 activation: -0.1%; Myeloid diff 2 GFP+ MAC1+ %: 0.5

Results for Cc1ccc(-c2cc3nc(-c4ccc(Br)cc4)cc(N)n3n2)cc1 ?
HIV peptide binding: 2.2%; KOR beta-arrestin-1: 6%; GPR55 antagonists: 15%; GPR35 antagonists: -3%; KOR beta-arrestin-2: -5.2%; Myeloid diff 2: inactive; NOD1 NF-kB reporter: -10%; NOD2 inhibition: 22%; GPR55 activation: -0.4%; Myeloid diff 2 GFP+ MAC1+ %: 0.8

Reprinted at random: two compounds from above, in no set order.
What do the screens show for `CCCn1c(SCC(=O)c2cc(OC)ccc2OC)nnc1-c1ccco1`?
HIV peptide binding: -0.6%; KOR beta-arrestin-1: 4%; GPR55 antagonists: 0%; GPR35 antagonists: -12%; KOR beta-arrestin-2: 4.8%; Myeloid diff 2: inactive; NOD1 NF-kB reporter: -21%; NOD2 inhibition: 18%; GPR55 activation: 0.8%; Myeloid diff 2 GFP+ MAC1+ %: 1.7

Results for CCOC(=O)N1CCC(N2CCN(Cc3ccc(C)o3)C(CCO)C2)CC1 (centres undefined) ?
HIV peptide binding: -1.2%; KOR beta-arrestin-1: 11%[20 µM]; GPR55 antagonists: 7%; GPR35 antagonists: 4%; Myeloid diff 2: inactive; NOD1 NF-kB reporter: -20%; NOD2 inhibition: 2%; GPR55 activation: -0.1%; Myeloid diff 2 GFP+ MAC1+ %: 0.1

Not all compounds are listed, so the mix of outcomes need not match the whole.
